Vif inh: blocks HIV Vif function; HEK293T cells, Vif self-association by quenched fluorescence, imaging, 24 h; inhibition, % at 7.49 µM; 340,000 tested, 0.35% active; AID 602346; in the data active means inhibition above about 50%, passing the limit was not always enough; further: some results filed as inactive read as strong as hits
hiPSC survival: hiPSC single-cell survival enhancement | AID 602274 | survival enhancement, % at 20 µM | 360,000 tested, 0.044% active | ATPlite luminescence; 100% = ROCK inhibitor wells, 0% = DMSO; in the data active means survival enhancement above about 18%;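 further: cells exposed to compounds for 16 hours before the ATP read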
Peg3 prom inh: reduces Peg3 promoter-driven luciferase expression in HeLa; HeLa PEG-Prom luciferase reporter, luminescence, overnight; inhibition, % at 20 µM; 360,000 tested, 1.7% active; AID 588405;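 active means inhibition of at least 50% at 20 µM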
MITF TRPM1 inh: reduces MITF-dependent TRPM1 promoter luciferase signal. SK-MEL-5 TRPM1 promoter luciferase, 24 h. inhibition, % at 12.5 µM. 330,000 tested, 0.83% active;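 active means mean inhibition across replicates of 60% or more, whatever share of single replicates reaches that level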; further: values of inactives mirror those of a sister screen read the other way
CaV13 FRET inh: Disruptors of the CACNA1D IQ motif to Ca2+-dependent inactivation inhibitor domain association, primary screening, Förster resonance energy transfer in intact living …. HEK cells, CFP/YFP FRET ICDI-IQ, plate reader, 10 min; percent FRET-ratio fall versus neutral wells. inhibition, % at 12.3 µM. 340,000 tested, 0.098% active. AID 743397;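 active means mean replicate inhibition of at least 30% and at least 1% of replicates passing that level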;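 further: 0% = median of the neutral control wells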
NR2E3 ag-1: agonists of human NR2E3 nuclear receptor; Q9Y5X4; CHO-S Gal4-NCOR/VP16-NR2E3 two-hybrid, luciferase; inhibition of corepressor binding, % at 3.98 µM; 360,000 tested, 0.35% active; AID 602229;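 active means inhibition above the mean of all tested compounds plus 3 SD, cut at about 70% in these data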;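 further: 0% = DMSO with NR2E3 transfected cells and 100% = cells lacking NR2E3 construct; higher means lower luciferase signal from less NR2E3 corepressor binding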
Target sequence (Q9Y5X4 whole entry, looked up, the tested form may be a part): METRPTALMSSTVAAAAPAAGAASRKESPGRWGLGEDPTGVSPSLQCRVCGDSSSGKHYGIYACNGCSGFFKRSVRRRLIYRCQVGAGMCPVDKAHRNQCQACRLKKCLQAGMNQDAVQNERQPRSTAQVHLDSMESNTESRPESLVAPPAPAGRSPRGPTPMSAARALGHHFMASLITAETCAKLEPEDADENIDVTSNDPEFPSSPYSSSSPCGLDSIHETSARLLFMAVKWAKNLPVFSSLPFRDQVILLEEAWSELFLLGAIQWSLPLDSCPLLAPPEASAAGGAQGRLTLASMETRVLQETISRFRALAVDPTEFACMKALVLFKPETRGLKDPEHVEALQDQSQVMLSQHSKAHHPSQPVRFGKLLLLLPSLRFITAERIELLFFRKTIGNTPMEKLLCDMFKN
aDG glyco act: increases alpha dystroglycan glycosylation | Pro5-aDG cells, alpha-DG glycosylation AlphaScreen (IIH6); 0% Pro5, 100% B10-LARGE cell signal | activation, % at 10 µM | 360,000 tested, 0.22% active;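 active means activation of at least 8% versus controls, or a plate z-score of at least 8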;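 further: Pro5 are CHO cells carrying HIG-tagged alpha-DG that lacks glycosylation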
HIF-2a block: HIF-2a inhibition; inhibition, % at 18.8 µM; 786-0 RCC cells HIF-2a reporter, luciferase luminescence, overnight; 360,000 tested, 0.72% active; AID 624352;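 active means inhibition of the luminescence signal of 40% or more relative to plate controls, in a single-dose primary screen at 18.75 µM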
Exocytosis inh: lytic granule exocytosis inhibition | TALL-104 LAMP-1 surface exposure, flow cytometry; cells stimulated with thapsigargin and PMA | AID 651702 | inhibition, % at 10 µM | 360,000 tested, 0.66% active;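 active means inhibition above about 55%, limit read from the data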
NR2E3 ag-2: activates human photoreceptor nuclear receptor NR2E3. inhibition of corepressor binding, % at 4.78 µM. AID 2300. GST-NR2E3/biotin-RetCOR TR-FRET, 1536-well. 320,000 tested, 0.12% active. Q9Y5X4;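 active means percent inhibition above the cutoff of mean plus 3 SD of all tested compounds, set per screening campaign, cut at about 20% in these data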;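 further: 0% = DMSO wells and 100% = biotin wells as full block of FRET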
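Assay system: NR2E3–RetCOR corepressor complex. Quantity: 1.35 nM GST-NR2E3. Buffer or medium: pH 7.5 Tris-based buffer. Reagent: biotinylated RetCOR corepressor at 7 nM final. Schedule: 5 h at 4 °C. Detection: TR-FRET, emission read at 617 and 671 nm. Replicates: one well per compound, singlicate testing.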
PDI turbidity: inhibitors of human protein disulfide isomerase; PDI insulin aggregation turbidity, A650, 90 min; inhibition, % at 10 µM; 350,000 tested, 0.052% active; AID 588391;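 active means mean inhibition across replicates of 30% or more, whatever share of single replicates reach that level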;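 further: absorbance from insulin aggregation driven by PDI reduction with DTT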
Target sequence (P07237 whole entry, looked up): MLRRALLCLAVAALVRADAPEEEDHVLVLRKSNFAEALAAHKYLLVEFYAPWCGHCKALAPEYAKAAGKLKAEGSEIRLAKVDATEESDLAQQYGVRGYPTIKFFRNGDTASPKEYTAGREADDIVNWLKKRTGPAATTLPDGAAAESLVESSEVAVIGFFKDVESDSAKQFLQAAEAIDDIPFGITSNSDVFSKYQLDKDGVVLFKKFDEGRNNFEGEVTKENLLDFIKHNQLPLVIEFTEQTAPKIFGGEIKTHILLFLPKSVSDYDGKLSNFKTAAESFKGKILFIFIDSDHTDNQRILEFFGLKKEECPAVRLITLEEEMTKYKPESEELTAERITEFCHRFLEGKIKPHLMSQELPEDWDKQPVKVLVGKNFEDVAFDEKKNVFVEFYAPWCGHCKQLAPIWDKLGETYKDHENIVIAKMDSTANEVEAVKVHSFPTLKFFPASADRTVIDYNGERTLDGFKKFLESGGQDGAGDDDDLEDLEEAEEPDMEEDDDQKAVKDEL
Active calls of the source: *; x = not tested or not shown.

SMILES	Vif inh	hiPSC survival	Peg3 prom inh	MITF TRPM1 inh	CaV13 FRET inh	NR2E3 ag-1	aDG glyco act	HIF-2a block	Exocytosis inh	NR2E3 ag-2	PDI turbidity
CCOc1ccc([C@@H]2CC=C(C(=O)O)[C@H](c3ccc(Cl)cc3)N2S(=O)(=O)c2ccc(C)cc2)cc1	x	7.6	10	-7	-5	8	-0.2	14	-6	11	-7
COc1ccc(/C=C(\C#N)C(=O)NCCCn2ccnc2)cc1	-5	-0.8	14	2	-7	-17	0.0	10	-2	-1	-2
Cc1cc(C)c2c(c1)cc(C)c1nnc(SCC(=O)Nc3cc(C)on3)n12	5	1.5	29	28	-7	-33	-0.1	13	3	0	-3
COc1ccccc1CNC(=O)C(=O)NCCC1CCCCN1S(=O)(=O)c1cccs1 (stereo not given)	-3	0.1	24	10	-6	1	0.2	-1	4	2	5
O=C(/C=C/c1cccc(F)c1)c1ccc(N2CCOCC2)cc1	4	-0.6	-156	-36	-4	-33	1.1	-198	2	-3	-12
O=C(COC(=O)CNC(=O)c1ccc([N+](=O)[O-])o1)Nc1ncc(Cl)cc1Cl	-5	-0.3	6	18	-2	1	0.2	-2	-1	2	-4
CCCN1C(=O)CC(=O)N=C1SCC(=O)Nc1ccccc1F	-2	-0.2	8	7	-6	-21	-0.1	16	5	x	5
CSc1ncnc2c1ncn2CCCN1CCN(Cc2cccc3ccccc23)CC1	7	-0.6	5	x	-3	-4	0.1	-1	-3	x	-4
CCc1ccc(-c2n[nH]nc2C2=CC(=O)C[C@H](c3ccc(F)cc3)C2)cc1	-11	-1.2	36	x	-8	-9	0.1	5	1	x	5
C[C@@H](C(=O)NCc1ccccc1)[C@@H]1C[C@@]1(C)[C@@H](NC(=O)OCc1ccccc1)c1ccccc1	-3	4.6	12	-10	-5	14	0.3	9	12	3	-2
COc1ccc(/C=C2\CCC/C(=C\C=N\N(C)C)C2=O)cc1	-2	-2.0	-95	-11	-5	-13	-0.3	-132	37	-2	-8
CCOCCCn1c(SCC(=O)Nc2cc(OC)ccc2OC)nc2ccccc2c1=O	0	0.5	20	0	0	2	0.1	12	8	-2	5
CC(=O)Nc1ccc(C(=O)N(C)C(C(=O)Nc2ccc(C)cc2)c2ccccn2)cc1 (stereo not given)	0	-0.1	7	-2	-2	-19	-0.2	0	3	-5	10
COc1ccc(C(=O)Nc2ccc(C(=O)N3CCOCC3)cc2)cc1OC	9	-0.3	-29	-8	-4	-3	0.0	-28	0	0	4
COc1ccc(CC(=O)N2CC3(C)CC2CC(C)(C)C3)cc1 (stereo not given)	1	4.0	26	-9	-6	-14	0.3	-4	-3	5	2
CCn1cc(C(=O)NCC(C)C)c(=O)c2cc(F)c(N3CCN(C(=O)c4ccco4)CC3)cc21	20	-0.5	24	6	-3	9	0.1	26	-4	-5	-9
Cc1c(Cc2ccccc2)c(=O)oc2cc(O)ccc12	-3	0.4	9	8	-5	-1	0.0	4	-4	3	5
COc1ccc(C(C(=O)Nc2ccc(C(C)C)cc2)N(Cc2ccco2)C(=O)CC2NC(=O)NC2=O)cc1 (stereo not given)	0	0.1	14	-2	-3	11	-0.1	13	-2	1	3
O=C(Nc1ccc(N2CCN(C(=O)c3ccco3)CC2)cc1)c1cccs1	x	-3.0	-36	-22	-4	7	0.1	-47	1	3	-5
COc1ccc(Cn2nnnc2C(c2ccccc2Cl)N2CCN(C3CCCC3)CC2)cc1 (stereo not given)	6	3.8	20	17	-6	-10	0.2	10	-1	x	0
Cc1cc(C(=O)N/N=C/c2cccc(OC(=O)c3cccc(Br)c3)c2)n[nH]1	1	0.1	-78	-2	x	-19	0.1	-5	-4	x	-1
CCCCn1c2nc3ccccc3nc2c2c(=N)oc(C)nc21	9	-0.1	7	-10	-9	-15	0.3	-22	0	x	11
COc1ccc(C)cc1S(=O)(=O)Nc1ccc(-n2c(C)nc3ccccc3c2=O)cc1	-13	-0.5	9	7	-6	-19	0.4	-5	-3	-2	-8
Cc1cc(=O)n(C(C)c2ccccc2)n1C(C)c1ccccc1 (stereo not given)	2	0.5	11	13	-9	-6	-0.1	14	-6	x	-4
Cc1cc(OCC(=O)Nc2ccc(CN3CCOCC3)cc2)c2c(C)c(C)c(=O)oc2c1	4	-0.4	21	-12	-7	1	-0.3	-23	1	-1	-9
CCCC(=O)NCc1ccccc1Cl	3	-0.2	5	-15	-19	9	-0.3	13	-5	-1	-10
CCCOc1ccc(/C(O)=C2/C(=O)C(=O)N(c3cc(C)on3)C2c2ccc(C(=O)OC)cc2)cc1 (stereo not given)	5	1.1	14	-1	x	3	-0.4	14	-1	4	-7
COc1ccccc1CC(=O)Nc1ccc([N+](=O)[O-])cc1O	3	-2.2	16	-7	-4	5	-0.3	12	1	1	-5
CCc1ccc(OCC(=O)OC(C)C(=O)Nc2ccc(Cl)cn2)cc1 (stereo not given)	12	0.4	-15	-10	-5	15	-0.4	3	-1	0	3
Cc1cc(OCC(=O)Nc2ccncc2)c(C)cc1Br	4	5.5	-8	5	-5	-9	0.0	-28	4	6	1

3 entries out of the list above, sorted by their value in CaV13 FRET inh, smallest number first.
smiles | Vif inh | Peg3 prom inh | MITF TRPM1 inh | CaV13 FRET inh | NR2E3 ag-1 | aDG glyco act | HIF-2a block | Exocytosis inh | NR2E3 ag-2 | PDI turbidity
COc1ccc(Cn2nnnc2C(c2ccccc2Cl)N2CCN(C3CCCC3)CC2)cc1 (stereo not given) | 6 | 20 | 17 | -6 | -10 | 0.2 | 10 | -1 | x | 0
Cc1cc(OCC(=O)Nc2ccncc2)c(C)cc1Br | 4 | -8 | 5 | -5 | -9 | 0.0 | -28 | 4 | 6 | 1
COc1ccc(C(C(=O)Nc2ccc(C(C)C)cc2)N(Cc2ccco2)C(=O)CC2NC(=O)NC2=O)cc1 (stereo not given) | 0 | 14 | -2 | -3 | 11 | -0.1 | 13 | -2 | 1 | 3

(further entries)
SMILES	Vif inh	hiPSC survival	Peg3 prom inh	MITF TRPM1 inh	CaV13 FRET inh	NR2E3 ag-1	aDG glyco act	HIF-2a block	Exocytosis inh	NR2E3 ag-2	PDI turbidity
CCCCN(CC)S(=O)(=O)N1CCC(C(=O)NCCCN2CCOCC2)CC1	16	0.7	14	-13	-5	4	-0.3	4	-3	-1	-3
O=C(c1cc(C2CC2)nn1-c1ccccc1)N1CCN(S(=O)(=O)c2c(F)cccc2F)CC1	-9	-2.2	4	13	-2	7	-0.1	12	0	1	-10
N#C/C=C1/NC(=O)c2ccccc2S1	1	-1.6	8	-9	x	0	0.0	-4	6	2	-2
COCCNC(=O)c1cc(-c2ccc(OC)c(OC)c2)on1	x	-0.5	-14	-10	-3	-46	0.0	-75	-2	1	-2
CCN1CCN(C(=O)CSc2cc(=O)n(C)c3ccccc23)CC1	15	-2.0	1	-17	1	-4	0.3	3	-2	-1	-9
Clc1ccc(OCCSc2ncccn2)c(Br)c1	-1	-0.7	-290	-62	-3	-160	0.3	-270	-3	2	3
COc1ccc(NS(=O)(=O)c2ccc(N3CC(O)=C(c4ccccc4)C3=N)cc2)cc1	1	-0.6	7	3	4	-14	-0.1	19	1	-4	3
COc1cc(C(=O)NCc2nnc(SCC(=O)N3CCCC3)o2)cc(OC)c1OC	-1	-0.6	13	3	-3	-17	0.0	10	-8	1	8
CCCCOc1ccc(NC(=O)CN2CCN(CC)CC2)cc1	4	-0.5	-4	-4	-20	-11	0.4	-8	-1	x	1
FC(F)(F)c1nc2nc(Cl)c(Cl)nc2n1CCCN1CCOCC1	11	3.2	-3	x	-6	21	0.5	-6	-4	x	4
CCOC(=O)C1=C(CC)Nc2ccccc2N=C1NC(=O)Nc1ccc(Cl)c(Cl)c1	17	-2.4	-16	-2	-5	29	0.3	-72	13	1	-4
CCCc1cc(=O)oc2c(CN3CCCC3)c(O)ccc12	26	3.4	5	9	x	-16	-0.1	0	2	1	8
CC(=O)c1cccc(NC(=S)NC2CCCCC2)c1	7	-2.3	3	-8	-5	10	0.2	-21	2	4	-7
CC(C)N(C(=O)[C@H]1CC(CC(=O)NCCc2ccccn2)C(=O)N2CCc3c([nH]c4ccccc34)[C@]12C)C(C)C (stereo not given in full)	-3	-0.4	11	4	-6	-11	0.3	5	0	x	-10
O=c1oc2ccccc2c(NC2CCCCC2)c1NS(=O)(=O)c1ccc(Br)cc1	-5	1.5	16	2	x	17	0.0	25	33	-2	-3
CN1OC[C@@H]2CN(C(=S)NCCc3ccccc3)[C@H](c3ccccc3Br)C[C@@H]21	15	1.1	18	x	-6	4	-0.1	13	-3	x	x
COc1cccc(CNC(=O)CCC(=O)N2CCOCC2)c1	-17	-0.3	8	-1	-2	-13	0.3	8	-2	0	-1
S=C(NCc1cccs1)Nc1ccccc1	-3	-0.1	9	3	-2	-14	-0.1	-1	-7	1	-1
CC(C)n1ncc2c(C(=O)NCCc3ccc(S(N)(=O)=O)cc3)cc(C3CC3)nc21	-4	-0.5	5	0	-7	3	0.3	12	0	x	-2
CCOC(=O)C1CCCN(c2oc(-c3ccc(OC)cc3)nc2C#N)C1 (stereo not given)	-7	0.3	1	-13	-7	-13	0.0	-3	11	3	0
CCOc1ccc(S(=O)(=O)NN)cc1	11	-1.6	5	8	-4	20	0.0	16	2	4	7
COc1ccc(CN(C)S(=O)(=O)c2ccc3c(c2)OCCO3)cc1	2	-0.1	-26	6	-5	-33	-0.2	-68	-1	0	3
Cc1cc(Cl)ccc1OCC(=O)Nc1ccccc1CO	0	-2.6	-101	-33	-4	-36	-0.1	-133	-3	0	-3
CC(C)c1nnc(NC(=O)CC(C)c2ccccc2)s1 (stereo not given)	-2	-0.5	-52	-26	-19	-7	0.0	-84	-6	-2	-3
CCN(CC(=O)Nc1ccccc1SC)Cc1nc2ccccc2c(=O)[nH]1	12	-0.1	20	11	-3	17	1.9	22	3	2	1
Cc1ccc(CSCCNC(=O)CSCc2ccc([N+](=O)[O-])cc2)cc1	-10	1.1	19	3	-8	-4	-0.1	16	1	-3	14
CC(C)NC(=O)Nc1nnc([C@@H]2C[C@H](O)[C@@H](CO)O2)s1	-1	3.7	-7	x	-10	-14	-0.3	14	-5	x	-3
Cc1ccc(-c2nc(-c3ccccc3)no2)cc1	7	-6.1	-226	0	x	-118	-0.4	-111	-1	2	-8
CCOC(=O)c1cn2nc(SCc3ccccc3)nc2nc1C	14	-0.5	-143	-50	-3	-9	0.0	-221	-4	1	-1
COc1ccc(OCc2cn3c(C)cc(C)nc3n2)cc1	2	1.0	-54	-42	-3	-16	0.3	-30	-3	2	1
Cc1c(Cl)cccc1NC(=O)Cn1cc(C(F)(F)F)cc(Cl)c1=O	-3	2.1	-3	8	-4	-1	0.0	16	-3	2	18
c1ccc(-c2nnc(OCC3CCCO3)c3ccccc23)cc1 (stereo not given)	11	0.4	17	-8	-5	-17	0.8	-3	1	0	2
CC(=O)N1c2ccc(S(=O)(=O)N3CCCC(C(=O)NC4CCCC(C)C4C)C3)cc2CC1C (stereo not given)	-5	0.2	11	16	-2	-20	0.1	8	0	0	1

Assay outcomes (PubChem BioAssay)
